Screens: PubChem, several laboratories
Avidin fluor: compound fluoresces at 488/530 nm on avidin beads | compound fluorescence 488/530 nm, flow cytometry; stronger effect = higher value | fluorescence (KMESF) at 10 µM | actives 0.38% (n = 220,000); in the data active = fluorescence above about 47; note: inactives centre near 10
ABCB1 inh: human ABCB1 inhibition, ABCG2 as counter-screen | P08183 | CCRF-Adr cells, JC-1 efflux, flow cytometry | inhibition, % at 6.6 µM | actives 0.067% (n = 190,000) | AID 1326; in the data active = inhibition above about 40%;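 note: 0% = vehicle and 100% = reference inhibitor; higher value means more JC-1 retained so stronger ABCB1 efflux block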
GSH fluor: GSH bead compound fluorescence profile. GSH beads flow cytometry, compound fluorescence 488/530 nm; stronger effect = higher value. fluorescence (KMESF) at 10 µM. actives 0.25% (n = 190,000); in the data active = fluorescence above about 89;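 note: glutathione beads carrying GST-tagged Bcl family fusion proteins plus one bare bead set; values are compound well signal with DMSO vehicle wells as background; inactives centre near 16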
Rac1 wt modul: alters GTP binding to wildtype human Rac1 | GTP binding activity (% of control), % at 10 µM | P63000 | actives 0.27% (n = 190,000) | AID 757 | GST-Rac1 beads, fluorescent GTP binding, flow cytometry; actives lie on both sides; 0 = cold GTP competed, 100 = untreated;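 active = GTP binding activity at least 20 points away from the 100% control level, either lower or higher; inconclusive = compound flagged as likely green fluorescent, judged across all proteins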
Rab7 wt modul: alters GTP binding to wildtype dog Rab7; GST-Rab7 beads, fluorescent GTP binding, flow cytometry; actives lie on both sides; untreated = 100%, excess cold GTP = 0%; GTP binding activity (percent of control), % at 10 µM; actives 0.055% (n = 190,000); AID 758;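 active = fluorescent GTP binding to Rab7 beads changed by at least 20 points from the 100% baseline, either direction, mostly lower; inconclusive = compound itself probably fluorescent, or too few beads counted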;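 note: median green fluorescence of bound Bodipy-FL-GTP per Rab7 bead population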
Cdc42 wt GTP: modulators (inhibitors or activators) of GTP binding to human Cdc42 wildtype; actives 0.2% (n = 190,000); percent activity (GTP binding), % at 10 µM; AID 761; GST-Cdc42 beads, Bodipy-GTP binding, flow cytometry; actives lie on both sides;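 active = percent activity GTP binding at least 20 points away from the 100% baseline, either down as inhibitor or up as activator; inconclusive = compound flagged as likely green fluorescent from well-wide comparison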;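 note: median bead fluorescence of bound Bodipy-FL-GTP at 100 nM; 0% = excess unlabeled GTP control and 100% = no compound control; below 100% means less GTP binding so inhibitor and above means activator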
Target sequence (P60953 whole entry, looked up): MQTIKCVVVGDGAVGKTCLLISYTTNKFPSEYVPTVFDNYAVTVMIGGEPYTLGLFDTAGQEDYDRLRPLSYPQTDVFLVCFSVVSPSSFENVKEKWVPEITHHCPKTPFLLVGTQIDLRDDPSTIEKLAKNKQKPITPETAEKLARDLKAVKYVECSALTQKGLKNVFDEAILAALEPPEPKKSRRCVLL
Rac1 act GTP bind: alters GTP binding to activated mutant human Rac1 | percent activity (GTP binding), % at 10 µM | P63000 | AID 764 | actives 0.11% (n = 190,000) | GST-Rac1 activated beads, fluorescent GTP binding, flow cytometry; actives lie on both sides; 100% means binding = to untreated wells;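 active = GTP binding at least 20 percentage points away from the 100% baseline, in either direction, so actives lie on both sides; inconclusive = Compound likely fluorescent itself, or too few beads counted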
ABCG2 block: inhibitors of human ABCG2 transporter, ABCB1 counter-screen; AID 1325; inhibition, % at 6.6 µM; IgMXP3 cells, JC-1 efflux, flow cytometry; Q9UNQ0; actives 0.1% (n = 190,000);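 active = inhibition above 80%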;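 note: 0% = DMSO and 100% = nicardipine control wells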
Target sequence (Q9UNQ0 whole entry, looked up): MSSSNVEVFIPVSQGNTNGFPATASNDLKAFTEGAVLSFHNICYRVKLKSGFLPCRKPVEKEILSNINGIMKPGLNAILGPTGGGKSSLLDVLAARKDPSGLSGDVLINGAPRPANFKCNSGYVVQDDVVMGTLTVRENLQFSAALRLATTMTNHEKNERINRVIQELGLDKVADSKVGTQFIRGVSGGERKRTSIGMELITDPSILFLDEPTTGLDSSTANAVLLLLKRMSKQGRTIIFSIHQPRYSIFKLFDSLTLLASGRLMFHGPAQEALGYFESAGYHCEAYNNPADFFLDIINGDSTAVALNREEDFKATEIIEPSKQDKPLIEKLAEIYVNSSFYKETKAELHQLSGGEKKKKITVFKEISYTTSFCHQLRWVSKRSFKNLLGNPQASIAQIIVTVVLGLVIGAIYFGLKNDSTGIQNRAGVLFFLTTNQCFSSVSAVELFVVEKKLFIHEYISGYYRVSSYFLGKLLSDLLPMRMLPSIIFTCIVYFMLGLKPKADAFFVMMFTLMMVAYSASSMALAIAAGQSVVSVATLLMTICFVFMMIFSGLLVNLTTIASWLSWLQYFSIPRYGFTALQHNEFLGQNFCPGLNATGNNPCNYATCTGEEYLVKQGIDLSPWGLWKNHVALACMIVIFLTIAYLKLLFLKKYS
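Measure – % inhibition of efflux relative to nicardipine and DMSO · Test system – ABCG2 IgMXP3 and barcoded ABCB1 CCRF-Adr cell mix · Control set – nicardipine as high control, DMSO as low control · Compound – one concentration, 6.6 µM final · Signal – flow cytometry of retained JC-1 fluorescence · Timing – 10 min exposure at 25 °C with rotation, no wash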
Pf gamet viab: inhibitors of late stage P. falciparum gametocyte viability; P. falciparum stage V gametocytes, ATP luminescence, 24 h; inhibition, % at 10.9 µM; actives 0.065% (n = 150,000); AID 743093;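 active = inhibition above the mean plus 3 SD of compounds within the control limits, set per campaign, cut at about 38% in these data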;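 note: 0% = DMSO wells and 100% = medium only without gametocytes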
HRas wt GTP: modulators of GTP binding to human HRas wildtype. P01112. GST-Ras wt beads, Bodipy-FL-GTP binding, flow cytometry; actives lie on both sides. GTP binding activity, % at 10 µM. actives 0.14% (n = 190,000);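 active = GTP binding activity at least 20% away from the 100% baseline, either lowered as inhibitor or raised as activator; inconclusive = flagged as likely green fluorescent, judged across all proteins in the well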;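 note: 0% = unlabeled GTP competition control and 100% = no-compound control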
Target sequence (P01112 whole entry, looked up): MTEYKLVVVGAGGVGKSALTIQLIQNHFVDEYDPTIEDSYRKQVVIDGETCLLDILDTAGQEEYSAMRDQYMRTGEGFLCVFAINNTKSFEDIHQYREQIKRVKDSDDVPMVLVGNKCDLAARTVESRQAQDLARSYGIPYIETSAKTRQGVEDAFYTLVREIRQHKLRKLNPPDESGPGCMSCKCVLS
Rab2A wt mod: changes GTP binding to wildtype dog Rab2A, up or down. AID 760. actives 0.19% (n = 190,000). GST-Rab2 wt beads, Bodipy-GTP binding, flow cytometry. P61105. GTP binding activity, % at 10 µM;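 active = GTP binding activity at least 20 points away from 100%, either lowered or raised; inconclusive = signal likely due to the compound's own green fluorescence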;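 note: 0% = beads with excess unlabeled GTP and 100% = no-compound control corrected for plate trend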
* = called active by the depositor; ? = inconclusive; · = not tested or not shown. Rows are unselected. Share with any hit: about 1.1%.

SMILES	Avidin fluor	ABCB1 inh	GSH fluor	Rac1 wt modul	Rab7 wt modul	Cdc42 wt GTP	Rac1 act GTP bind	ABCG2 block	Pf gamet viab	HRas wt GTP	Rab2A wt mod
COCCN(C(=S)Nc1cc(C)ccc1C)C(C)c1cccnc1 (stereo not drawn)	15	5.2	7	?	?	?	?	3	·	?	?
O=C(c1cccs1)N1CCOCC1	7	0.2	67	99	101	105	99	0	·	104	103
CCOC(=O)Cn1nc(-c2ccccc2)nc1-c1ccccc1	37	0.2	16	107	105	107	101	1	·	106	104
Cc1noc(C)c1C(=O)Nc1sc2c(c1C(N)=O)CCCCC2	9	0.8	13	107	104	100	101	26	·	102	103
O=C(NCc1ccccn1)Nc1ccc(F)cc1	30	0.8	21	107	101	106	101	12	·	101	102
Cc1nn(-c2ccccc2)c2nc(-c3ccco3)cc(C(=O)O)c12	13	-0.9	·	97	91	94	90	-3	·	94	92
CN(C)c1ccc(-c2nc3ccccc3n2C)cc1	8	0.5	37	99	101	100	98	15	·	99	100
CCCCNC(=O)c1ccc(NS(=O)(=O)c2ccccc2)cc1	9	4.2	13	107	101	103	99	13	7	101	102
Cc1ccc(NC(=S)NNC(=O)C2CC2c2ccc(C)cc2)cc1 (stereo not drawn)	7	0.8	34	101	95	99	97	3	6	98	97
Cc1c(NC(=O)COC(=O)COc2ccc(Nc3ccccc3)cc2)c(=O)n(-c2ccccc2)n1C	11	0.4	14	100	105	92	96	2	-1	99	98
COc1cc2c(cc1OC)CN(C(=S)Nc1ccc(OC(F)F)cc1)CC2	9	-0.6	13	98	94	103	97	24	-5	97	98
CCc1cccc2c(C(=O)COC(=O)c3ccc(O)cc3)c[nH]c12	2	-0.7	7	101	101	99	101	-5	-21	102	100
CC(C)Oc1ccc(NC(=O)c2ccncc2)cc1	12	-0.2	50	106	100	101	98	4	12	100	100
Cc1ccc(-n2cccc2/C=N/n2cnnc2)cc1Cl	4	0.2	45	107	104	108	100	4	20	106	105
Cc1ccc(NC(=O)CSc2nccn2Cc2ccccc2)cc1C	30	0.0	12	93	90	92	89	1	·	92	90
O=C(CNC(=O)c1ccccc1F)NCCOc1cccc(Cl)c1Cl	16	0.6	7	100	101	99	97	10	·	98	97
Nc1nnc(CCS(=O)(=O)c2ccc(Cl)cc2)s1	35	0.6	45	107	102	105	101	2	·	104	102
COc1ccc(Cc2nnc(N=Nc3c(O)[nH]c4ccc(Br)cc34)[nH]c2=O)cc1	13	-0.4	11	94	92	90	92	-1	-18	91	92
CC(NC(=O)C(=O)N/N=C\c1ccc([N+](=O)[O-])cc1)c1ccccc1 (stereo not drawn)	5	0.5	23	97	103	91	94	2	-1	99	98
Cc1nn(Cc2noc(C(=O)NCc3ccc(F)cc3)n2)c(C)c1Br	5	0.6	11	100	102	96	97	4	0	99	98
Clc1cccc(C2CCN(Cc3nc(CC4CC4)no3)C2)c1 (stereo not drawn)	9	0.1	25	94	92	94	93	0	-1	94	96
Cc1ccc(S(=O)(=O)/N=c2\sccn2C)cc1	15	0.8	16	103	102	107	102	4	·	107	107
CCOc1ccc(N2CC(C(=O)Nc3ccccc3OC)CC2=O)cc1 (stereo not drawn)	24	0.5	14	102	104	102	97	6	·	99	97
CN(c1ccccc1)S(=O)(=O)c1cccc(NC(=O)Cn2cnc3c2c(=O)n(C)c(=O)n3C)c1	6	0.5	10	103	99	104	98	3	·	97	97
CCCOC1CCCN(C(=O)c2cc(Cl)c(Cl)cc2C(=O)O)C1 (stereo not drawn)	5	0.0	18	97	98	97	97	0	·	98	97
CCOc1ccc(N=c2scc(-c3ccccc3)n2CCO)cc1	2	1.4	46	97	93	96	94	3	·	98	95
CC(C)N=C(NC#N)SCc1ccc(F)cc1	11	0.1	28	102	99	98	101	4	-34	98	101
Cc1ccc(S(=O)(=O)N2CCOCC2)cc1C(=O)Nc1nc(-c2cccnc2)cs1	14	2.4	6	108	102	103	100	2	-18	102	101
CC(C)(C)c1ccccc1OCCCCCNCCO	5	-0.1	28	100	98	99	100	0	-21	98	100
COC(=O)c1ccccc1NC(=O)CN1C(=O)c2ccccc2S1(=O)=O	8	0.9	25	100	99	99	101	28	·	98	97
CCCOc1ccc(CC(=O)NCC2(c3ccccc3)CCOCC2)cc1OC	37	0.7	12	94	96	97	92	2	·	97	92
CCc1cccc(C)c1NC(=S)N(CCN(C)C)Cc1cccs1	10	-0.3	21	104	98	104	101	3	3	102	101
Cc1ncc([N+](=O)[O-])n1CC(O)CCl (stereo not drawn)	32	1.1	20	99	100	101	97	6	·	98	98
COc1cccc(CNC(=O)CN(c2cc(C)cc(C)c2)S(=O)(=O)c2c(C)noc2C)c1	7	2.3	23	102	97	104	99	2	·	100	100
CCc1cc(OCCN(C)C)ccc1Cl	10	0.0	14	96	95	96	94	8	6	94	93
Cc1cc(OCn2ccc(C(=O)O)n2)ccc1Cl	15	0.9	29	102	96	106	98	1	·	102	102

Compound profiles (already shown). Screens in order: Avidin fluor, ABCB1 inh, GSH fluor, Rac1 wt modul, Rab7 wt modul, Cdc42 wt GTP, Rac1 act GTP bind, ABCG2 block, Pf gamet viab, HRas wt GTP, Rab2A wt mod
Cc1cc(OCn2ccc(C(=O)O)n2)ccc1Cl across the screens: 15, 0.9, 29, 102, 96, 106, 98, 1, ·, 102, 102
O=C(NCc1ccccn1)Nc1ccc(F)cc1 across the screens: 30, 0.8, 21, 107, 101, 106, 101, 12, ·, 101, 102
Cc1ccc(S(=O)(=O)/N=c2\sccn2C)cc1 across the screens: 15, 0.8, 16, 103, 102, 107, 102, 4, ·, 107, 107

(further entries)
SMILES	Avidin fluor	ABCB1 inh	GSH fluor	Rac1 wt modul	Rab7 wt modul	Cdc42 wt GTP	Rac1 act GTP bind	ABCG2 block	Pf gamet viab	HRas wt GTP	Rab2A wt mod
O=C(Cc1cccc2ccccc12)NN1C(=O)C2C(C1=O)C1C=CC2C12CC2 (stereo not drawn)	10	0.7	13	100	98	96	98	6	-4	97	94
Cc1ccc(NC(=S)NC2CC3CCCC(C2)N3Cc2ccco2)cc1 (stereo not drawn)	9	1.9	26	99	99	100	98	4	15	98	99
COc1ccccc1C1=Nc2cccc3cccc(c23)N1	8	1.5	10	99	96	96	96	13	-34	97	96
Cc1cccc2cc(CN(Cc3ccco3)C(=O)c3ccncc3)c(=O)[nH]c12	6	0.2	38	97	98	100	96	1	·	99	97
O=C(COc1ccc2ccccc2c1)Nc1ccc(Cc2ccncc2)cc1	24	0.8	52	97	96	95	93	4	·	96	94
Fc1ccc(CNC(=S)NC2CCCC2)cc1	12	0.9	8	105	99	99	97	5	-29	98	95
CCOc1cccc2cc(C(=O)NCCC3=CCCCC3)c(=O)oc12	10	2.4	15	97	103	91	92	70	·	95	96
COC(=O)c1ccc(NC(=O)COC(=O)CSc2nc(C)cc(C)n2)cc1	11	0.3	21	101	101	104	100	1	·	102	104
Cc1sc2ncnc(SCC(=O)NCC(C)C)c2c1C	10	0.6	11	106	99	105	101	8	-5	102	101
CCN(CC)CCNC(=S)Nc1ccc(Cl)cc1	11	0.5	10	101	99	100	98	0	0	98	99
CCOC(=O)CC(C)(C)/C(C)=N/Nc1ccc([N+](=O)[O-])cc1[N+](=O)[O-]	1	2.3	12	100	97	98	96	28	7	95	94
O=C(Nc1ccc(N2CCOCC2)cc1)c1ccncc1	22	0.2	10	102	103	99	100	2	·	101	103
CC1=NNC(=O)C(CC(=O)Nc2ccc(Cl)c(Cl)c2)C1 (stereo not drawn)	12	0.1	12	105	100	102	98	16	·	98	99
COc1cc(CN2CCNC(=O)C2CC(=O)NCCC2=CCCCC2)cc(OC)c1 (stereo not drawn)	11	-0.5	12	95	95	94	93	0	14	94	96
CC1CCCC(NC(=O)CSC2CCCCC2)C1C (stereo not drawn)	10	0.2	70	101	110	98	101	0	-8	104	103
O=C(Nc1ccccc1F)c1ccc(OCc2ccccc2)cc1	6	·	12	103	103	103	102	·	12	103	103
CC1CCCC(NC(=O)CSc2ccc(F)cc2)C1C (stereo not drawn)	23	0.1	12	99	97	94	97	0	-11	96	96
NNC(=O)CCCNc1ncc(C(F)(F)F)cc1Cl	12	1.6	14	97	93	93	94	12	20	93	95
Nc1cccc2c1C(=O)N(C(=O)c1cccc(S(=O)(=O)N3CCCCCC3)c1)C2=O	20	0.3	15	100	96	97	96	1	·	98	98
CCOc1ccc2nc(C)cc(C(=O)O)c2c1	10	0.3	60	94	96	97	95	-1	-2	96	97
N#Cc1nc(-c2ccccc2F)oc1NCCc1ccccn1	10	0.8	49	93	93	97	95	22	-6	95	94
COC(=O)CSc1nc2sc3c(c2c(=O)n1C1CCCCC1)CCN(C)C3	32	0.0	14	99	101	98	96	0	·	100	99
Cc1ccc(-n2c(C)cc(/C=C3\NC(=O)NC3=O)c2C)c(C)c1	10	0.8	25	104	99	99	98	2	-15	100	100
O=C(C1CC1)N1N=C(c2ccncc2)CC1(O)C(F)(F)F (stereo not drawn)	7	0.2	17	100	104	95	96	1	28	98	99
O=C(NCc1cccnc1)Nc1cccc(NC(=O)NCc2cccnc2)c1	3	0.4	49	?	?	?	?	2	16	?	?
COc1ccc(S(=O)(=O)NC(C)CCc2ccccc2)cc1 (stereo not drawn)	9	1.2	16	96	105	96	93	13	5	96	94
Cc1ccccc1/C(N)=N/OC(=O)/C=C/c1ccccc1	26	0.1	43	99	92	97	96	1	-2	96	97
CCc1nn(C(C)C(=O)N2CCN(Cc3ccccc3)CC2)c(=O)c2cc3occc3n12 (stereo not drawn)	35	0.5	26	103	102	101	99	1	·	101	102
O=c1c2ccccc2nc2n1CCN2Cc1ccc(Cl)cc1	2	0.5	18	102	99	102	98	1	·	101	103
CC(NS(C)(=O)=O)C(c1cccs1)N1CCN(Cc2ccccc2)CC1 (stereo not drawn)	7	0.1	27	103	98	105	99	2	·	101	100
O=C(c1ccccc1NS(=O)(=O)c1ccccc1[N+](=O)[O-])N1CCOCC1	6	0.7	11	103	104	104	99	7	5	101	102
Cc1ccc(-c2nc(N)n(C(=O)c3cccnc3)n2)cc1	10	-2.2	22	94	94	95	96	-1	·	97	95
COc1ccc2c(c1)CCc1c(C(=O)Nc3c(C)n(C)n(-c4ccccc4)c3=O)noc1-2	14	0.9	22	106	98	105	102	4	0	107	105
C=CCn1c(SCC(=O)Nc2ccc(C(=O)OCC)cc2)nnc1-c1sc(N)nc1C	37	-0.1	17	101	94	100	98	0	-12	99	98
